Source: PubChem BioAssay
Polio RdRp inh: poliovirus RNA polymerase inhibition. poliovirus polymerase elongation, fluorescence polarization; stronger effect = lower value. P03300. AID 588519. 150,000 compounds, 0.66% hits. % elongation, % (compound at 16.7 µg/mL); in the data active means % elongation below about 90%; further: some results filed as inactive read as strong as hits
Target sequence (P03300 1749-2209 limits assumed): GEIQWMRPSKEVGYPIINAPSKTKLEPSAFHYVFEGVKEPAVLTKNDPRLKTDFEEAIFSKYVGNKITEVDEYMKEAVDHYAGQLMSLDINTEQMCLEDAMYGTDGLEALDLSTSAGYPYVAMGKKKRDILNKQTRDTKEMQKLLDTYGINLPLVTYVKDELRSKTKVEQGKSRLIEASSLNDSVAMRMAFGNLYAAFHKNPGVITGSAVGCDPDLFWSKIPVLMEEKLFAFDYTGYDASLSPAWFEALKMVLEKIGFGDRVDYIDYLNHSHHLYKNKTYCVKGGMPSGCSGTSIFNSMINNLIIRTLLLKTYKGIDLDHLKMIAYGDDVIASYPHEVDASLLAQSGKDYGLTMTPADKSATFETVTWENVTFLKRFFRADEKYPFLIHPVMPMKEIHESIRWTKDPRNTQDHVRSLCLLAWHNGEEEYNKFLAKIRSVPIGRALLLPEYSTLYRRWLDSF
Polio RdRp inh FP z-score: further read-out of Polio RdRp inh, marked with its call; z-score; measured here: FP z-score; hits read low
* = called active by the depositor; & = joins results of further samples. Only part of the results is shown, so the mix of outcomes need not match the whole.

The opening 3 records (preview)
Order of values: Polio RdRp inh, Polio RdRp inh FP z-score
> COC1CCC(C(=O)Nc2nc(-c3ccc4c(c3)CCN4S(C)(=O)=O)cs2)CC1 (stereo unspecified)
 : 102.0, 0.2
> Cc1cc(C)n(C(=O)Cc2cn3ccsc3n2)n1
 : 99.0, -0.7
> O=C(CSc1ncc2c(n1)-c1cc(Cl)ccc1N(Cc1ccccc1F)S2(=O)=O)Nc1cccc(C(F)(F)F)c1
 : 111.0, 0.4

The list itself, previewed entries included:
Order of values: Polio RdRp inh, Polio RdRp inh FP z-score
> COC1CCC(C(=O)Nc2nc(-c3ccc4c(c3)CCN4S(C)(=O)=O)cs2)CC1 (stereo unspecified)
 : 102.0, 0.2
> Cc1cc(C)n(C(=O)Cc2cn3ccsc3n2)n1
 : 99.0, -0.7
> O=C(CSc1ncc2c(n1)-c1cc(Cl)ccc1N(Cc1ccccc1F)S2(=O)=O)Nc1cccc(C(F)(F)F)c1
 : 111.0, 0.4
> COc1ccc(Cl)cc1NC(=O)c1sc(=S)n(C)c1N
 : 72.0*, -4.7*
> COc1ccccc1C1CCN(C(=O)c2scc(S(=O)(=O)c3ccc(Cl)cc3)c2C)CC1
 : 103.0, 0
> CC(=O)N1c2ccccc2C(=O)C1N(C)c1ccc(C)cc1 (stereo unspecified)
 : 100.0, -0.7
> Cc1nn2c(-c3ccco3)ccnc2c1-c1ccc(Br)cc1
 : 108.0, 1.1
> Cc1cc(OCC(=O)Nc2nnn(C)n2)ccc1Cl
 : 102.0, -0.1
> N#Cc1cccc(Nc2ncnc3c2cnn3-c2cccc(Cl)c2)c1
 : 117.0, 1.7
> O=C(CN1CCc2ccccc21)Nc1cccc(F)c1
 : 104.0, 0.2
> CN(C)CCCN1C(=O)C2C3C=CC(C3)C2C1=O (stereo unspecified)
 : 102.0, 0.1
> NC1=NC2(CCCCC2)n2c(nc3ccccc32)N1
 : 102.0&102.0, 0.4&0.1
> O=c1/c(=C/C2=Cc3ccccc3OC2)sc2nc3ccccc3n12
 : 102.0, -0.1
> CCN1CCN(c2cc3c(cc2F)c(=O)c(S(=O)(=O)c2ccccc2)cn3C)CC1
 : 106.0, 0.6
> CC(C)[C@@H]1CC[C@@H](C)C[C@@H]1OC(=O)C(O)C(O)C(=O)O[C@H]1C[C@H](C)CC[C@H]1C(C)C (stereo partly specified)
 : 106.0, 0.4
> COc1ccc2c(c1)c(=O)oc1cc(O)ccc12
 : 101.0, -0.3
> C=CCSC1=N/C(=C\c2ccsc2)C(=O)S1
 : 100.0, 0.1
> COC(=O)Cn1c2ccc(Cl)cc2c2nc3ccccc3nc21
 : 104.0, 0.6
> Oc1c(CN2CCOCC2)cc(Cl)c2cccnc12
 : 164.0, 8.6
> c1ccc(-c2nnc3n2N=C(c2cccs2)CS3)cc1
 : 105.0, 0.2

Single records, from the list above. Values in the order: Polio RdRp inh | Polio RdRp inh FP z-score
`C=CCSC1=N/C(=C\c2ccsc2)C(=O)S1` across the screens: 100.0 | 0.1
`CCN1CCN(c2cc3c(cc2F)c(=O)c(S(=O)(=O)c2ccccc2)cn3C)CC1` across the screens: 106.0 | 0.6
`O=c1/c(=C/C2=Cc3ccccc3OC2)sc2nc3ccccc3n12` across the screens: 102.0 | -0.1
`CN(C)CCCN1C(=O)C2C3C=CC(C3)C2C1=O` (stereo unspecified) across the screens: 102.0 | 0.1
`CC(C)[C@@H]1CC[C@@H](C)C[C@@H]1OC(=O)C(O)C(O)C(=O)O[C@H]1C[C@H](C)CC[C@H]1C(C)C` (stereo partly specified) across the screens: 106.0 | 0.4

Additional compounds:
Order of values: Polio RdRp inh, Polio RdRp inh FP z-score
> CCc1ccc(-c2[nH]c3c(c2-c2sc(C)c(C(=O)OC)c2O)c(=O)n(C)c(=O)n3C)cc1
 : 113.0, 0.5
> CCC(C)C(C(=O)O)N1C(=O)c2ccccc2C1=O (stereo unspecified)
 : 98.0, -0.4
> COC(=O)NNc1ncccc1C(F)(F)F
 : 104.0, 0.5
> CCOC(=O)c1[nH]c2ccccc2c1NC(=O)c1ccc(N2C(=O)CCC2=O)cc1
 : 102.0, 0.9
> CCc1ccc(-n2c(SCC(=O)NCC(C)C)nnc2-c2ccncc2)cc1
 : 104.0, 0.6
> CC(C)CC(=O)NC1CC(=O)N(c2ccc3c(c2)OCCO3)C1 (stereo unspecified)
 : 106.0, -0.1
> N#Cc1ccc(NC(=O)CSc2nc3ccccc3[nH]2)cc1
 : 100.0, -0.1
> Clc1c(-c2nnc(-c3cccs3)o2)sc2ccccc12
 : 103.0, 0.3
> COc1ccc(CNC(=O)CSc2ncc3c(n2)-c2ccc(Cl)cc2N(Cc2ccc(F)cc2)S3(=O)=O)cc1OC
 : 106.0, 0
> Fc1ccc(Cn2c3ccccc3c3nn4cnnc4nc32)cc1
 : 93.0, -1.1

3 structures out of the list, sorted by length of the SMILES, lowest first.
Order of values: Polio RdRp inh, Polio RdRp inh FP z-score
> Oc1c(CN2CCOCC2)cc(Cl)c2cccnc12
 : 164.0, 8.6
> NC1=NC2(CCCCC2)n2c(nc3ccccc32)N1
 : 102.0&102.0, 0.4&0.1
> O=C(CSc1ncc2c(n1)-c1cc(Cl)ccc1N(Cc1ccccc1F)S2(=O)=O)Nc1cccc(C(F)(F)F)c1
 : 111.0, 0.4

Next section.
Order of values: Polio RdRp inh, Polio RdRp inh FP z-score
> CCOC(=O)c1cc(=O)[nH]c2ccccc12
 : 99.0, -0.6
> NNC(=S)NC1CC2CCC1C2 (stereo unspecified)
 : 101.0, -0.3
> Cc1cccc(OCC(=O)Nc2ccccc2C(=O)N2CCOCC2)c1
 : 104.0, 0.6
> O=C(NCCCN1CCOCC1)c1ccc(CS(=O)c2ccccc2)o1 (stereo unspecified)
 : 100.0, -0.5
> Cc1ccc(-c2noc(CN(C(=O)NC3CCCCC3)C(C)C)n2)cc1
 : 103.0, -0.3
> CCOC(=O)N1CCC(NC(=O)c2cnn(-c3cccc(C)c3)c2-n2cccc2)CC1
 : 110.0, 0.7
> O=C(NCCCN1CCN(c2ccccc2F)CC1)c1ccc2nc(CCc3ccccc3)oc2c1
 : 107.0, 0.1
> S=C(NN=C1CCCCCC1)Nc1ccccc1
 : 103.0, 0.4
> CCC(C)Sc1ncnc2sccc12 (stereo unspecified)
 : 105.0, 0.4
> Cc1c(N=CN2CCOCC2)c(=O)n(C)c(=O)n1C
 : 101.0, 0.1
> CCN(C(=O)CSc1nc(-c2ccc(C(C)C)cc2)no1)c1ccccc1
 : 100.0, -1.4
> O=S(=O)(c1cccc2nonc12)N1CCC(n2cccc2)CC1
 : 101.0, -0.1
> Cc1noc(C)c1CSc1ncccc1C(=O)N1CCCC1c1cccs1 (stereo unspecified)
 : 105.0, 0.4
> COc1ccc(-c2nc(CS(=O)(=O)CC(=O)NCCc3ccc(C)cc3)c(C)o2)cc1
 : 104.0, -0.1
> Cn1nc(-c2ccc(C(=O)N3CCCCC3)cc2)c2ccccc2c1=O
 : 99.0, -0.7
> NC(N)=NCCn1ccc2ccccc21
 : 101.0, -0.2
> CCN(CC)C(=O)c1ccc(NS(=O)(=O)CC)cc1
 : 104.0, 0.1
> Cc1csc(NC(=O)C(C)Oc2ccccc2)n1 (stereo unspecified)
 : 100.0, -0.4
> O=S(=O)(NC(=NCCc1ccccn1)Nc1cccc(Cl)c1)c1ccccc1
 : 102.0, -0.3
> CCOC(=O)c1c(C)[nH]c(C)c1S(=O)(=O)N1CCC(C(=O)Nc2ccc(C)c(Cl)c2)CC1
 : 104.0, -0.2
> CCn1cc(C(=O)NCCCOC)c(=O)c2cc(S(=O)(=O)N3CCc4ccccc4C3)ccc21
 : 107.0, 0.5
> C[C@]1(O)NC([S-])=C(C#N)C(c2ccc(Cl)cc2)C1[n+]1ccccc1 (stereo partly specified)
 : 110.0, 0.7
> Cc1ccc(CNC(=O)C2CCCN(S(=O)(=O)c3ccc4c(ccn4C)c3)C2)cc1 (stereo unspecified)
 : 107.0, 0.2
> Cn1cc(C(=O)c2ccccc2)cc1-c1nc2ccccc2n1C
 : 101.0, -0.4
> Cc1cccc(C)c1NC(=O)CN(C)S(=O)(=O)c1ccc2c(c1)n(C)c(=O)c(=O)n2C
 : 99.0, -1.7
> Cc1cccc(C)c1NC1=NCCCS1
 : 100.0&103.0, 0&0.8
> O=C(O)c1ccccc1NCN1C(=O)c2ccccc2C1=O
 : 100.0, 0.1
> COC(=O)C1=C(C)NC(S)=C(C#N)C1c1cccnc1 (stereo unspecified)
 : 121.0, 2.1
> CSc1ncc(C(=O)Nc2cccc(C)c2C)c(-c2ccccc2)n1
 : 105.0, -0.3
> CC1CC(C)CN(CC(=O)Nc2ccnn2C(C)C)C1 (stereo unspecified)
 : 104.0, -0.1

Further structures follow.
SMILES	Polio RdRp inh	Polio RdRp inh FP z-score
CCc1ccc(-c2cn3c(n2)sc2cc(C(=O)NCCc4ccc(OC)cc4OC)ccc23)cc1	115.0	1.9
CCC(O)(c1ccc(OC)cc1)C(CN1CCCC1)c1ccccc1 (stereo unspecified)	103.0	0.7
FC(F)(F)c1cc(-c2ccccc2)nc2c(-c3ccccc3)cnn12	104.0	0.6
CCCCCOc1ccc(/C=C/C(=O)N(CCO)CCO)cc1	101.0	0
COc1ccc(NC(=O)CCc2nnc3n(C)c(=O)c4sccc4n23)cc1Cl	102.0	-0.7
O=C(NCCc1ccccc1)c1ccc2cn[nH]c2c1	101.0	0.2
C/C(=C\C(=O)C(F)(F)F)NCc1ccc(S(N)(=O)=O)cc1	106.0	0.6
CC(C(=O)NC1CCCCC1)N1C(=O)C2C3C=CC(C3)C2C1=O (stereo unspecified)	103.0	0.7
O=C(COc1ccccc1Cl)Nc1ccc(-c2nc3ccccc3s2)cc1	107.0	0.8
O=C(/C=C/c1ccccc1)OCC(=O)N1CCc2ccccc21	102.0	0.2
O=C1SCC(c2ccccc2)S1 (stereo unspecified)	105.0	0.9
CC1CCN(C(=O)c2cccc(Nc3nc4ccccc4n4nnnc34)c2)CC1	102.0	-0.3
O=C(Nc1ccccc1C(F)(F)F)Nc1c[nH]c(=O)[nH]c1=O	109.0	0.3
Nc1nonc1-c1nc2ccccc2n1CC(=O)Nc1ccc(F)cc1	105.0	0.2
COc1ccccc1/C=C/C=c1\sc2nc(-c3cc(OC)c(OC)c(OC)c3)nn2c1=O	102.0	0.1
COc1ccc(-c2csc(=Nc3ccccc3)n2CCO)cc1F	106.0	0.5
COc1ccc(CCNC(=O)Cc2c(C)c3cc4c(C)coc4c(C)c3oc2=O)cc1	108.0	-0.1
COC(=O)c1c(C)oc2ccc(N(C(C)=O)S(=O)(=O)c3ccc4ccccc4c3)cc12	102.0	0
COC(=O)c1cc(S(=O)(=O)NCCCc2ccco2)c[nH]1	98.0	-1
O=C(O)CC1(CC(=O)N2CCN(C(c3ccccc3)c3ccccc3)CC2)CCCC1	103.0	0.1
Cc1cccc(-c2noc(-c3ccccc3NC(=O)C3CC(=O)N(c4ccccc4C)C3)n2)c1 (stereo unspecified)	107.0	0
O=C(O)C1CCC(N2C(=O)C3C4C=CC(C4)C3C2=O)CC1 (stereo unspecified)	102.0	0.1
Cc1ccc(S(=O)(=O)N2CCCc3cc(NC(=O)c4c(F)cccc4F)ccc32)cc1	102.0	-0.6
Cc1cc(C(=O)CSc2nnc(C3CC3)n2C2CC2)c(C)s1	98.0	-0.9
COCC(C)N=C1NN=C(c2cc(C)n(-c3cc(C(=O)OC)cc(C(=O)OC)c3)c2C)CS1 (stereo unspecified)	99.0	-0.1
c1ccc(-c2cc3c(N4CCc5ccccc54)ncnc3s2)cc1	107.0	0.5
COCc1nc2c([nH]1)C(c1ccccc1COc1ccc(Cl)cc1)C(C#N)=C(N)O2 (stereo unspecified)	104.0	0.2
O=C(O)c1cccc(S(=O)(=O)NOCc2ccccc2)c1	101.0	-0.1
CCCCN(C(=O)c1ccccc1)C1CC2CCC(C1)N2C (stereo unspecified)	103.0	0
O=C(/C=C/c1cccs1)NC1CC1	106.0	0.4
CC(=O)OC[C@H]1O[C@@H](n2cc(C)c(=O)[nH]c2=O)C[C@@H]1OC(C)=O	101.0	0
Cc1cccc(C2C=C(c3ccc(F)cc3)Nc3nc4ccccc4n32)c1 (stereo unspecified)	107.0	0.5
CCC(Sc1nc2cc(OC)c(OC)cc2c(=O)n1Cc1ccc(OC)cc1)C(=O)NCCOC (stereo unspecified)	110.0	1
Cc1ccc(S(=O)(=O)Cc2nc(-c3ccc(C(=O)NCCCOC(C)C)cc3)oc2C)cc1	111.0	0.7
COc1ccc(C)cc1C(=O)CCC(=O)O	100.0	-0.3
CNc1ccc2ccccc2c1	119.0	2
COc1ccc(CNC(=O)C(C)N2Cc3ccccc3C2=O)cc1 (stereo unspecified)	102.0	-0.1
O=C1c2ccccc2C2=Nc3ccccc3SC12O (stereo unspecified)	102.0	-0.1
COc1ccc(OC)c(-c2cc(C(N)=O)on2)c1	99.0	-0.7
O=c1nc(N2CCCCC2)ccn1-c1nc(-c2ccccc2)oc1-c1ccccc1	103.0	0.7
CC[C@@]1(O)C[C@H](O)c2c(cc3c(c2O)C(=O)c2c(O)ccc(O)c2C3=O)[C@H]1C(=O)OC	60.0	-5.1
CCN(CC)C(=O)C1=C(C)Nc2nc3ccccc3n2C1c1cc(Br)ccc1OC (stereo unspecified)	102.0	0.2
CC(NC1CCCCCCC1)C(=O)Nc1ccc(S(N)(=O)=O)cc1 (stereo unspecified)	101.0	-0.3
Cc1c(C(=O)NCc2ccccc2Cl)sc2ncnc(N(C)C3CCCCC3)c12	108.0	0.4
Cc1ccc(C)c(Cn2c(=O)n(CCCC(=O)NCCc3ccc(Cl)cc3)c(=O)c3ccccc32)c1	102.0	-1.3
C/C(N)=C(/C#N)C(=O)CSc1cccc[n+]1[O-]	103.0	0.1
COCCCN(Cc1ccco1)C(=O)c1cc2c(s1)-c1ccccc1OC2	108.0	0.9
Cn1cnnc1SCc1ccc(C(=O)N/N=C/c2cccs2)cc1	102.0	0.1
COC(=O)c1ccc(C2C(Oc3ccccc3)C(=O)N2CCc2ccc(OC)c(OC)c2)cc1 (stereo unspecified)	98.0	-0.6
